E-sel inducer = induces E-selectin expression in human endothelial cells; HUVEC E-selectin immunofluorescence imaging; normalized: neutral wells 0, TNF-alpha wells 100; activation, % at 7.58 µM; 260,000 tested, 0.37% active;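 active = mean E-selectin-positive cell signal at least 10% of the positive control, reached in at least 60% of replicates, without over 20% cell loss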;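 also: in these data hits start at about 27%; measured in HUVEC primary endothelial cells; signal is the percent of cells scored E-selectin positive by PE staining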
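Read-out basis: % PE-positive cells; Test system: HUVEC primary endothelial cells; Technique: immunofluorescence imaging; Dosing: single-point compound dose.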
FN deposition inh = fibronectin deposition inhibition. AH1F fibroblasts, Alexa488-fibronectin deposition fluorescence, overnight. 350,000 tested, 0.086% active. inhibition, % at 12.6 µM;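 active = mean inhibition across replicates of 30% or more, regardless of how many single replicates reach that level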;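 also: positive control wells lacked labelled fibronectin entirely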
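Assay system: AH1F fibroblast monolayer, labelled fibronectin deposition. Amount: 10000 cells per well. Also added: labelled fibronectin 24 nM. Compound: single-point pinned compound. Incubation: cell attachment 1 h, compound and FN exposure overnight. Detection: fluorescence after three HBSS washes, excitation 485 nm, emission 525 nm. Read-out: inhibition of fibronectin deposition signal.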
S100A4 MyoIIA = S100A4-myosin IIA interaction inhibition; 360,000 tested, 0.14% active; S100A4/TAMRA-MyoIIA peptide fluorescence polarization; P26447; inhibition, % at 10.7 µM; AID 652163;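 active = mean inhibition of at least 70% across replicates, with every replicate also reaching that level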
Target sequence (P26447 whole entry, looked up): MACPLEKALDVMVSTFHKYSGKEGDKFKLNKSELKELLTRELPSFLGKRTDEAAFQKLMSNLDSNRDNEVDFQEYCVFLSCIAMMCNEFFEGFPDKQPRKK
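Compound dosing: one dose per compound; test system: human S100A4 monomer with TAMRA-labelled myosin IIA peptide; probe or stimulus: TAMRA-labelled myosin IIA heavy-chain peptide probe, 5 nM; medium: HEPES buffer with Ca2+, pH 7.2; schedule: 5 min incubation before reading; benchmarks: neutral control DMSO, positive control TFP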
Xi reactivation = X-chromosome reactivation activator. 360,000 tested, 0.055% active. XiGFP mouse fibroblasts, % GFP-positive cells imaging, 3 d; cells co-treated with 5-aza-dC sensitizer; scaled so ellipticine positive control = 100%. activation, % at 7.58 µM;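 active = mean normalized replicate activation at least 10% and every replicate at or above 10%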;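 also: 0% = median of on-plate neutral control wells and 100% = ellipticine 6 µM median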
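System: XiGFP fibroblasts, SV40-immortalized. Medium: DMEM plus 5-aza-dC sensitizer. Doses: single point. Timing: 3 d treatment, 15 min room-temperature fixation. Control set: ellipticine 6 µM.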
esBAF inh = SWI/SNF esBAF complex inhibition. mouse ES cells, Bmi1-luciferase knock-in reporter, 24 h; 100% = twice the neutral-well signal. reporter increase, % at 12.5 µM. 350,000 tested, 2% active. AID 602393; in the data active = activation above about 40%;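 also: 0% = median of the plate's neutral control wells and 100% = double that signal; a rise in the Bmi1 reporter signal indicates esBAF inhibition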
EWS-Fli inh = EWS/Fli transcriptional activity inhibition; A673 NR0B1-luciferase reporter, viability-normalised; inhibition, % at 12.6 µM; 350,000 tested, 0.67% active;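 active = mean inhibition of at least 50% after viability correction, with every replicate also passing that limit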;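 also: firefly luciferase signal divided by Alamar Blue viability fluorescence both relative to DMSO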
RAD52 anneal inh = inhibitors of human RAD52 DNA annealing; P43351; recombinant RAD52 DNA annealing, FRET fluorescence; inhibition, % at 18.7 µM; 360,000 tested, 0.46% active;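 active = every replicate showing at least 50% inhibition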
RAD54 branch = blocks human RAD54 Holliday junction branch migration; Q92698; FAM/BHQ fluorescence; inhibition, % at 10.4 µM; 360,000 tested, 0.14% active;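 active = mean normalized replicate activity at least 40 and at least half of replicates scoring 40 or more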;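 also: 0% = median of neutral control wells and 100% = median of positive control wells; inhibitors cause a drop in the FAM fluorescence signal; in these data hits start at about 50%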
Target sequence (Q92698 whole entry, looked up): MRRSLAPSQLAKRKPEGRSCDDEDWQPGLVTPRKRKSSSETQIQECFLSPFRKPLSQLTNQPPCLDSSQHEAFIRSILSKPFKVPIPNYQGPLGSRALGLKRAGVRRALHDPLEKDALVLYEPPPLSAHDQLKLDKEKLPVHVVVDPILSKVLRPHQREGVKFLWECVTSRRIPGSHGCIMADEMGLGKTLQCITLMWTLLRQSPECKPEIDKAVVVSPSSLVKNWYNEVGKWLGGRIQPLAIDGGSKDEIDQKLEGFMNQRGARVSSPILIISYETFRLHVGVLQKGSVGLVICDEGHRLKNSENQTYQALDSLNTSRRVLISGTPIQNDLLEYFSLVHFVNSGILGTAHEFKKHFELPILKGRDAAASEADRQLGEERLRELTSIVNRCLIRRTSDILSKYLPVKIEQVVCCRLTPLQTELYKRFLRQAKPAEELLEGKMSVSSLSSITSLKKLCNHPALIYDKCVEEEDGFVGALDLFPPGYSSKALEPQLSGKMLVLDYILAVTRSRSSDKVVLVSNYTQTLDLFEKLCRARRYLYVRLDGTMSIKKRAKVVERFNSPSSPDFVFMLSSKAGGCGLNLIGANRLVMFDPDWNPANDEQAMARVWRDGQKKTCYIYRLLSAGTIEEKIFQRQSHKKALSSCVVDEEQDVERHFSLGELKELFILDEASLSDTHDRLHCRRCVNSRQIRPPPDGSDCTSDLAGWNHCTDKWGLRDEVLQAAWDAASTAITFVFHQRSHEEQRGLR
* = called active by the depositor; / = no result given.

structure	E-sel inducer	FN deposition inh	S100A4 MyoIIA	Xi reactivation	esBAF inh	EWS-Fli inh	RAD52 anneal inh	RAD54 branch
CCCC(=O)Nc1ccc2c(c1)OC[C@H](C)N(Cc1ccc(F)cc1)C[C@H](C)[C@@H](OC)CN(C)C2=O	0.3	3	1	0.2	4	8	1	-10
C1CCc2nnc(C3CC3)n2CC1	/	-4	-2	0.0	/	-1	-2	/
CCOC(=O)C(=O)c1c(-c2ccccc2)nc2ccccn12	0.7	0	-3	-0.1	/	-8	-5	/
C/C(=N\NC(=O)COc1ccccc1)c1ccc(O)cc1	/	-2	2	0.0	/	7	-9	/
CCn1cc(CN2CCC(n3nccc3NC(=O)c3ccc(OC)cc3)CC2)cn1	/	14	-8	0.0	-2	/	-3	-8
Cc1ccc(S(=O)(=O)N[C@H]2CC[C@H](CCNC(=O)Cc3ccccn3)O[C@H]2CO)cc1	-0.8	/	11	-0.3	-4	5	-26	-9
COc1ccc(OC)c(S(=O)(=O)N2CCCCC2C(=O)N2CCN(c3ccccn3)CC2)c1 (stereo not given)	0.8	3	/	0.1	-4	-1	/	-6
O=S(=O)(Nc1ccc2c3c(cccc13)CC2)c1ccccc1	1.2	7	-9	-0.1	11	-54	-9	0
Cc1cccc(C(=O)OC(C)C(=O)NC2CCCc3ccccc32)c1O (stereo not given)	/	10	1	0.0	/	8	-2	/
CC(C)NC(=O)CN1C(=O)c2ccccc2S1(=O)=O	/	-13	-2	0.2	/	20	-20	/
C[C@H](CO)N1C[C@H](C)[C@@H](CN(C)Cc2ccc(C(=O)O)cc2)Oc2ccc(NC(=O)c3ccncc3)cc2C1=O	/	/	3	0.2	-1	1	-8	6
COc1cc(OC)cc(-c2oc(=O)c3cc(OC)c(OC)cc3c2C(F)(F)F)c1	0.3	-2	6	0.0	-7	0	-15	-9
COc1ccc(-n2nc3c(N4CCC(C(=O)NCCc5ccco5)CC4)nnc(C)c3c2C)cc1	-0.2	2	-19	0.0	15	/	-58	-7
CC(C)CNc1oc(-c2ccccc2Cl)nc1C#N	/	/	0	0.0	/	-11	-11	/
CC1CCCC(C)N1CCCNC(=O)C1CCCN(S(=O)(=O)N2CCCCC2)C1 (stereo not given)	0.0	-12	-2	-0.1	-13	-10	-10	-2
CCN1CCN(C(=O)c2cc(S(=O)(=O)N3CCCCC3)ccc2Cl)CC1	0.3	/	-6	0.2	-8	/	-22	-7
CN(C)C(=O)c1ccc(=O)n(Cc2ccc(Cl)cc2Cl)c1	-0.2	-10	-4	0.5	-3	0	-8	-7
O=C(CCc1ccc(S(=O)(=O)NCc2ccccc2)cc1)NCc1ccco1	/	12	-1	-0.1	/	-14	-16	-4
FC(F)(F)c1cccc(NC(=S)N2CCCCCC2)c1	/	4	1	0.1	13	-9	-13	8
C[C@H]1CN([C@@H](C)CO)C(=O)c2cc(/C=C/c3ccccc3)cnc2O[C@@H]1CN(C)C(=O)CN1CCOCC1	0.3	/	-14	0.5	-1	4	-7	0
O=C(Nc1cccc(-n2cccn2)c1)C1CCCN(Cc2cccc(F)c2F)C1 (stereo not given)	0.4	/	-3	-0.1	0	/	-5	7
Cc1ccc(-c2nc(C3CCCN(S(=O)(=O)c4ccc(C)cc4)C3)no2)cc1 (stereo not given)	0.8	-5	-3	0.3	5	-2	0	12
Cc1ccccc1N1CCN(Cc2c[nH]c3ccccc23)CC1	/	/	6	/	2	3	-3	-9
CCCC#Cc1ccc2c(c1)O[C@@H](CN(C)C(=O)c1ccncc1)[C@H](C)CN([C@@H](C)CO)S2(=O)=O	118*	/	3	-0.9	-5	-2	3	5
COc1ccc(NC(=O)C(c2ccc(C#N)cc2)n2c(=O)c(-c3ccco3)nc3ccccc32)cc1 (stereo not given)	1.7	-18	-12	0.2	/	0	-40	/
CN1CCN(c2ccc(NC(=O)c3ccc(C(F)(F)F)cc3)cn2)CC1	-1.4	/	-3	0.2	/	9	-20	/
Cc1ccc(S(=O)(=O)N(C)C[C@@H]2Oc3ccc(NC(=O)Nc4ccc(C(F)(F)F)cc4)cc3C(=O)N([C@@H](C)CO)C[C@H]2C)cc1	0.1	/	-7	-0.2	0	-5	-20	6
CC(=O)Nc1ccc(S(=O)(=O)N[C@@H](C)C(=O)NC2CCCc3ccccc32)cc1 (stereo not given in full)	0.3	-1	-7	0.1	13	5	-13	2
Cc1cc2nc(-c3ccc(Cl)cc3)c(CC3CCCCC3)n2c(C)c1Br	2.5	-3	-5	-0.1	/	-2	-26	/
Cc1ccc(NC(=O)CN2CCN(Cc3ccccc3)CC2)cc1Cl	-0.1	1	2	0.0	/	6	-1	/

(more compounds)
structure	E-sel inducer	FN deposition inh	S100A4 MyoIIA	Xi reactivation	esBAF inh	EWS-Fli inh	RAD52 anneal inh	RAD54 branch
CC(=O)N(C)C[C@H]1Oc2ncc(C#Cc3ccccc3)cc2C(=O)N([C@H](C)CO)C[C@H]1C	0.0	/	2	2.0	-1	0	9	-8
Cc1ccc(CNC(=O)C(OC(=O)c2cccs2)C(C)C)cc1 (stereo not given)	2.5	-1	-1	0.0	3	-6	-7	-5
CCCc1c(O)nc(SC2CC(=O)N(c3ccc(C)c(Cl)c3)C2=O)[nH]c1=O (stereo not given)	-0.1	-4	0	0.4	/	-8	-10	-3
COC1=C(N)C(=O)c2nc(C)ccc2C1=O	-0.1	1	2	0.0	/	-68	-23	/
CCOC(=O)C1=C(c2ccccc2)N=c2s/c(=C\c3ccc(O)cc3)c(=O)n2C1c1cccs1 (stereo not given)	/	/	-1	/	-3	20	-126	-13
Cc1ccc(S(=O)(=O)N(C)C[C@H]2Oc3ccc(NS(=O)(=O)c4c(C)noc4C)cc3CC(=O)N([C@H](C)CO)C[C@@H]2C)cc1	-0.3	/	0	0.0	-1	-3	0	4
CCOc1ccc(CCNC(=O)C2CCCN(S(=O)(=O)N3CCCCC3)C2)cc1OCC (stereo not given)	13	2	-5	0.3	3	-7	-4	-1
C[C@@H]1CN([C@H](C)CO)S(=O)(=O)c2ccc(C#CC(C)(C)O)cc2O[C@@H]1CN(C)Cc1ccccc1	0.0	-8	14	-0.3	-2	4	15	-5
CCCN(C)C[C@H]1Oc2cc(C#Cc3ccc(F)cc3)ccc2S(=O)(=O)N([C@H](C)CO)C[C@H]1C	0.0	2	-8	-1.3	-5	4	34	-33
O=C(O)C1(c2ccccc2)CCN(S(=O)(=O)c2ccc(Cl)s2)CC1	/	0	-1	0.0	-5	-26	-12	2
C[C@H](CO)N1C[C@H](C)[C@H](CN(C)C(=O)c2ccccc2)Oc2cc(C3=CCCCC3)ccc2S1(=O)=O	0.3	0	0	-1.1	-5	1	2	7
CCN(CC)c1ccc(NC(=O)COc2ccc(-n3cnnn3)cc2)cc1	-0.4	12	3	0.0	0	-7	-13	6
CCOC(=O)C1=C(CS(=O)(=O)c2ccccc2)NC(=O)NC1c1ccccc1OCC (stereo not given)	0.0	/	1	-0.2	5	-5	-16	7
O=S(=O)(NCCCN1CCOCC1)c1ccc(Cl)cc1	/	6	1	-0.1	-6	0	-16	0
CCOc1ccc(CCNC(=O)COC(=O)/C=C/c2ccc(OC(F)F)c(OC)c2)cc1OCC	-0.3	-12	3	-0.1	-8	4	-11	-6
COc1cccc(OCC(=O)N(C)Cc2nc(-c3ccccc3)no2)c1	0.7	2	-6	0.2	5	-10	-16	-2
O=C(C1=C(O)C(=O)N(c2ccccc2)C1c1ccc([N+](=O)[O-])cc1)c1cccs1 (stereo not given)	-0.8	2	-2	0.0	-4	5	-9	3
COn1c(SC2CCCCC2)nc2ccccc2c1=O	/	/	-9	/	0	/	4	-3
CC1=NOC(=O)/C1=C\c1ccc(-c2ccc(Cl)c(C(=O)O)c2)o1	-1.9	1	-1	0.0	/	-1	-44	/
COc1cccc(C(=O)Nc2ccc3c(c2)C(=O)N(C)C[C@@H](OC)[C@@H](C)CN[C@H](C)CO3)c1	0.1	15	-8	-0.4	3	-2	-1	5
COCc1cn(CC[C@H]2CC[C@H](NC(=O)Nc3ccc(F)cc3)[C@H](CO)O2)nn1	1.6	/	5	0.3	-1	-6	-2	-1
COCCn1c(SCC(=O)NCc2ccccc2)nc2ccccc21	/	-8	1	0.0	7	-7	-6	-3
COc1ccc2nc3cc(Cl)ccc3c(Nc3ccc(O)c(CN4CCN(C)CC4)c3)c2c1	0.1	-1	9	0.3	/	44	104*	/
CCOC(=O)C1CCCN(C(=O)c2cc(S(=O)(=O)N3CCCCCC3)ccc2OC)C1 (stereo not given)	/	1	-3	0.0	-5	1	-12	3
C[C@@H](NC(=O)C[C@H]1CC[C@@H](NC(=O)Nc2ccc3c(c2)OCO3)[C@H](CO)O1)c1ccccc1	-0.8	-1	5	0.4	-3	2	-10	4
Cc1cc(=O)[nH]c(SCC(=O)NCC2CCCCC2)c1C#N	/	/	1	0.0	-13	11	-13	0
Cc1ccc(OCc2cc(C(=O)NCC3COCCO3)no2)cc1C (stereo not given)	-0.7	/	-7	0.0	/	/	-12	5

A different layout for some results above.
CCOc1ccc(CCNC(=O)COC(=O)/C=C/c2ccc(OC(F)F)c(OC)c2)cc1OCC
- E-sel inducer: -0.3
- FN deposition inh: -12
- S100A4 MyoIIA: 3
- Xi reactivation: -0.1
- esBAF inh: -8
- EWS-Fli inh: 4
- RAD52 anneal inh: -11
- RAD54 branch: -6

C[C@@H]1CN([C@H](C)CO)S(=O)(=O)c2ccc(C#CC(C)(C)O)cc2O[C@@H]1CN(C)Cc1ccccc1
- E-sel inducer: 0.0
- FN deposition inh: -8
- S100A4 MyoIIA: 14
- Xi reactivation: -0.3
- esBAF inh: -2
- EWS-Fli inh: 4
- RAD52 anneal inh: 15
- RAD54 branch: -5

COCCn1c(SCC(=O)NCc2ccccc2)nc2ccccc21
- E-sel inducer: /
- FN deposition inh: -8
- S100A4 MyoIIA: 1
- Xi reactivation: 0.0
- esBAF inh: 7
- EWS-Fli inh: -7
- RAD52 anneal inh: -6
- RAD54 branch: -3

CCOC(=O)C1=C(CS(=O)(=O)c2ccccc2)NC(=O)NC1c1ccccc1OCC (stereo not given)
- E-sel inducer: 0.0
- FN deposition inh: /
- S100A4 MyoIIA: 1
- Xi reactivation: -0.2
- esBAF inh: 5
- EWS-Fli inh: -5
- RAD52 anneal inh: -16
- RAD54 branch: 7
